Jurkat NFkB inh = inhibitors of induced NF-kB luciferase reporter, primary screen, TCR NF-kB activation inhibitor project, cell-based, luminescence, uHTS; inhibition, % at 4 µM; 0.53% of 330,000 active; Jurkat, PMA/ionomycin-induced NF-kB luciferase reporter; in the data active means inhibition above about 50%
XBP1 UPR activ = activators of adaptive XBP1 UPR arm, primary screen, cell-based, CHO-XBP1 luciferase reporter, luminescence, uHTS. AID 463104, 2010. activation, % at 20 µM. 0.33% of 330,000 active. IRE1-XBP1 UPR activation; percent of tunicamycin response, DMSO as zero;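 active means versus positive control, 20 µM dose yields 30% or more activation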;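 further: 100% = tunicamycin at 10 µg/mL and 0% = DMSO only wells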
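Material: CHO cell line with stable XBP1 luciferase reporter; buffer or medium: F12 medium containing 10% fetal bovine serum; compound: single point, 20 µM final compound, 1% DMSO; incubation: 6 h treatment, 37 °C; measured by: glow luminescence from Steady-Glo reagent; evaluation: activation, % of tunicamycin; control set: tunicamycin high, DMSO low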
TIM10 inh = growth inhibitors of isogenic TIM10 control yeast, primary screen, counter-screen for tim10-1 yeast inhibitor project, luminescence, uHTS; 1.4% of 330,000 active; AID 463195, 2010; inhibition, % at 10 µM; S. cerevisiae TIM10 strain growth, BacTiter-Glo luminescence, 24 h;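 active means inhibition of 40% or more at the single tested concentration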;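 further: wild-type TIM10 isogenic control strain grown at permissive 25 °C; 0% = DMSO yeast wells and 100% = minimal medium wells without yeast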
697 NFkB inh = inhibitors of PMA/ionomycin-induced NF-kB reporter, 697 cells, primary screen, B-cell NF-kB inhibitor project, cell-based, luminescence, uHTS; 697 B-cell NF-kB luciferase reporter, 16 h; 0.33% of 330,000 active; inhibition, % at 4 µM; in the data active means inhibition above about 35%
UPR CHOP act = activators of apoptotic CHOP UPR arm, primary screen, cell-based, CHO-CHOP luciferase reporter, luminescence, uHTS. UPR activation; percent of tunicamycin response over DMSO baseline. activation, % at 10 µM. 0.34% of 330,000 active. AID 449763, 2010;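 active means at 10 µM dose, activation of 40% or more, normalized to positive control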;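 further: 100% = tunicamycin at 10 µg/mL and 0% = DMSO alone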
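Assay system: CHO cells with stable CHOP pathway luciferase reporter; Buffer or medium: F12 plus 10% serum; Times: 16-18 h cell attachment, then 6 h compound exposure, 37 °C; Signal: luciferase luminescence; Read-out basis: percent activation relative to tunicamycin control; Control set: tunicamycin high control, DMSO low control.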
Mdm2-MdmX inh = inhibitors of human Mdm2-MdmX association, primary screen, cell-based, luminescence, split luciferase, SaOS-2, uHTS | SaOS-2 split-luciferase Mdm2/MdmX complementation | inhibition, % at 8 µM | 3% of 330,000 active;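 active means inhibition of at least 50% at 8 µM in the primary screen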
Target sequence (O15151 whole entry, looked up): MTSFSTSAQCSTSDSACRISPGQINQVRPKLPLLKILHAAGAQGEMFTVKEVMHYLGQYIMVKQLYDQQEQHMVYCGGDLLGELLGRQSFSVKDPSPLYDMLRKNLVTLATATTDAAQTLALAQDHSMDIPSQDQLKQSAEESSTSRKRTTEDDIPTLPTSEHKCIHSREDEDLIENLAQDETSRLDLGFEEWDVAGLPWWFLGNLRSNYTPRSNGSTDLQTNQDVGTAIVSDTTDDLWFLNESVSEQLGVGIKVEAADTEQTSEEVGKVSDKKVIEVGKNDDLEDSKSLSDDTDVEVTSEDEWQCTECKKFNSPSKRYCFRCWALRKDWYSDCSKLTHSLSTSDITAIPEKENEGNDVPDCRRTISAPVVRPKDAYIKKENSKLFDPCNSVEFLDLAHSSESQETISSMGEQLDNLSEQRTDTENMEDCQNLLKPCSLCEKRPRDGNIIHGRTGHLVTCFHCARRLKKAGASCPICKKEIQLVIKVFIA
Target sequence (Q00987 whole entry, looked up): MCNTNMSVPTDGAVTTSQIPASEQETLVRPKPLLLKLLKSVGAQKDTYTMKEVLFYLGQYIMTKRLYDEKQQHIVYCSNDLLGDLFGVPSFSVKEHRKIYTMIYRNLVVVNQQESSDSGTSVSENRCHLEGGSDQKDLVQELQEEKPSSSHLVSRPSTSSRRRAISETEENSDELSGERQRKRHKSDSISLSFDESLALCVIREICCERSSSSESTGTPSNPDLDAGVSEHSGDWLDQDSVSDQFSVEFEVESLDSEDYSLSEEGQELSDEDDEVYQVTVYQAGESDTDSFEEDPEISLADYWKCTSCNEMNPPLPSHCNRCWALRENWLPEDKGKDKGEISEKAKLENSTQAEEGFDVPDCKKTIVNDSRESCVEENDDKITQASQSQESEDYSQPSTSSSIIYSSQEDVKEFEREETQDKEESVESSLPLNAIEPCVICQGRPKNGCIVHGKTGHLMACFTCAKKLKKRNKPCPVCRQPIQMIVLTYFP
tim10-1 inh = growth inhibitors of tim10-1 mutant yeast, primary screen, luminescence, uHTS | 2.2% of 330,000 active | S. cerevisiae tim10-1 ts strain growth, BacTiter-Glo, 24 h | inhibition, % at 20 µM;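 active means inhibition of at least 40%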;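 further: mutant grown at 25 °C; 0% = DMSO wells with yeast and 100% = wells holding no yeast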
tim23-1 inh = growth inhibitors of tim23-1 mutant yeast, primary screen, luminescence, uHTS. inhibition, % at 20 µM. AID 463212, 2010. S. cerevisiae tim23-1 growth, BacTiter-Glo luminescence, 24 h. 1.3% of 330,000 active;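 active means growth inhibition of the mutant yeast at or above 50%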;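 further: temperature-sensitive mutant grown at 25 °C; plate controls were DMSO-treated mutant yeast for no effect and medium wells lacking yeast for full effect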
Active calls of the source: *; · = not tested or not shown. An unsorted share of the library. About 6.6% of those tested had a hit in this group.

Every second line gives: Jurkat NFkB inh	XBP1 UPR activ	TIM10 inh	697 NFkB inh	UPR CHOP act	Mdm2-MdmX inh	tim10-1 inh	tim23-1 inh
COC(=O)Cc1ccc(NC(=O)c2ccccc2Cl)cc1
 : -1	-1	10	34	0.1	19	9	0
CCCC12CN3CC(C)(CN(C1)C3c1ccco1)C2=O (stereo not drawn)
 : 1	0	7	9	1.0	9	-3	3
CC1CC(C)CN(c2oc(-c3ccccc3Cl)nc2C#N)C1 (stereo not drawn)
 : -3	0	8	10	0.5	18	10	2
CCOC(=O)c1c[nH]c(=O)c(Br)c1O
 : -1	4	7	14	-0.9	18	-3	6
Cc1ccc(-n2c(SCC(=O)N3CCOCC3)nc(O)cc2=O)cc1
 : 2	0	3	17	-0.4	19	-12	-3
O=C(CSc1nnc(-c2ccncc2)n1Cc1ccco1)Nc1ccccc1F
 : 3	0	-6	14	1.6	6	18	1
Cc1c(NC(=S)NC(C)(C)C)c(=O)n(-c2ccccc2)n1C
 : -5	1	-2	-18	-1.8	13	-8	10
CCOC(=O)N1CCN(c2ccc(S(=O)(=O)N(Cc3ccccc3)Cc3ccccc3)cn2)CC1
 : 4	-3	-5	-34	3.6	12	1	-6
Cc1cc(C)cc(OCC(=O)Nc2ccccc2N2CCCCC2)c1
 : -5	-3	4	18	0.5	20	13	4
Cc1ccc(C)c(NC(=O)CCC(=O)NN=C2CCCC2)c1
 : 2	-2	-1	21	-1.8	16	-21	-15
O=C1CC(=O)N2N=C(c3ccc([N+](=O)[O-])cc3)SC2=N1
 : 7	-1	0	2	-0.2	-6	2	6
CC(=O)c1cccc(NC(=O)CSc2nnc(-c3ccncc3)o2)c1
 : 4	0	5	23	-0.2	4	-11	-4
NC(=O)c1c(NC(=O)C(=O)N2CCOCC2)sc2c1CCC2
 : 5	-7	3	11	3.0	-4	-7	0
COc1ccc(-c2nnc(NC(=O)CS(=O)(=O)c3ccc(Cl)cc3)o2)c(OC)c1
 : -6	-3	-9	-3	-0.5	-3	-7	-3
CC(=O)C1=C(Nc2ccc(C)cc2)CC(C)(O)C(C(C)=O)C1c1ccco1 (stereo not drawn)
 : 15	-2	21	-16	0.7	25	22	24
COc1ccc(CC(=O)N2CCc3cc(OC)c(OC)cc3C2C)c(OC)c1 (stereo not drawn)
 : 9	-6	4	-13	0.2	28	25	23
Cc1ccc2c(c1)C(c1ccc(F)cc1)N(C(=O)c1cc3ccccc3oc1=O)CC(=O)N2 (stereo not drawn)
 : 6	-2	4	-4	-1.2	-10	14	17
Cc1nn(CC(=O)NCc2cccs2)c(=O)c2nn(-c3ccccc3)c(C)c12
 : 1	0	-5	5	0.4	1	2	0
COc1ccccc1[C@@H]1C(c2cccc(Cl)c2)=NN(c2ccccc2)[C@H]1C(=O)N1CCOC1=O
 : 0	2	12	-1	0.9	11	27	29
Cc1cc(C)nc(NS(=O)(=O)c2ccc(-n3cccc3)cc2)n1
 : -1	2	8	8	-1.0	4	20	8
COc1ccc(N(CC(=O)O)S(=O)(=O)c2ccc(OC)c(OC)c2)cc1
 : -12	7	1	9	0.8	19	25	30
O=C(NCc1ccc(F)cc1)C1Cc2ccccc2CN1C(=O)c1ccco1 (stereo not drawn)
 : -4	-5	-38	-8	2.2	2	-10	-7
CSCC[C@@H](C(=O)NCc1cccs1)N1Cc2ccccc2C1=O
 : 2	1	8	-1	0.8	-2	25	13
O=C(Nc1ccc(Cl)cc1F)c1ccc2c(c1)C(=O)N(Cc1ccncc1)C2=O
 : -2	-4	-21	19	0.9	19	-45	-4
COc1cccc(C(=O)NCCSc2ccc(Br)cc2)c1
 : -12	-3	-10	-26	0.5	15	11	6
COc1ccc(NC(=O)CSc2ccc(-c3ccco3)nn2)cc1
 : -8	0	-3	-9	2.2	13	-2	10
Clc1cccc(CNCCCSc2ncccn2)c1
 : 8	-2	-11	-17	1.0	-36	-14	-13
O=C(Nc1cc(Cl)ccc1N1CCOCC1)c1cnccn1
 : 4	3	-8	0	-3.3	28	20	8
N#CCc1c(C#N)c(N)nc(N2CCCC(O)C2)c1C#N (stereo not drawn)
 : 7	-2	3	12	0.1	15	0	0
COc1cc(C(CCN2CCOCC2)c2c(OC)cc(OC)c3c(-c4ccccc4)cc(=O)oc23)cc(OC)c1OC (stereo not drawn)
 : ·	4	-5	-3	3.5	31	8	23
CCOc1ccc(CCNC(=O)CCc2nnc3ccc(N4CCOCC4)nn23)cc1
 : -6	-1	5	5	-2.9	13	-3	-3
COc1cccc(CN2CCN(CCCc3ccccc3)C(CCO)C2)c1O (stereo not drawn)
 : -2	-2	-9	4	-0.6	16	-1	1
C=C(C)[C@@H]1CC=C(CN2CCN(Cc3ccccc3)CC2)CC1
 : -12	-3	-2	-3	0.0	-4	-52	-81
O=C(Cn1cnc2ccccc2c1=O)c1c[nH]c2ccccc12
 : -10	-1	5	5	1.0	-33	-5	-9
CC(C)(C)NC(=O)CSc1nc2ccc(NC(=O)CSc3nnc(N)s3)cc2s1
 : 22	-1	4	-24	-1.6	10	12	5
COc1ccc2c(c1)[nH]c(=O)c1sc3ccccc3c12
 : -52	11	10	-47	3.9	60*	21	13
O=[N+]([O-])c1ccc2ccn(C3OCC(O)C(O)C3O)c2c1 (stereo not drawn)
 : -4	2	0	18	-0.9	-2	5	15
Cc1ccc(C)c(NC(=O)CN(C)C(=O)c2cc3ccccc3o2)c1
 : -6	-2	16	7	2.4	12	2	10
CC1(c2ccc(Cl)cc2Cl)NC(=O)N(CC(=O)N2CCN(C(=O)c3ccco3)CC2)C1=O (stereo not drawn)
 : -18	-1	3	12	-1.4	11	-2	7
COc1ccc(CN2CCN(C(=O)c3cccc4ccccc34)CC2)cc1Br
 : -8	-5	4	5	2.3	-1	-7	50*
Cc1ccc(C)c(S(=O)(=O)NC(Cc2c[nH]c3ccccc23)C(=O)O)c1 (stereo not drawn)
 : -3	-3	6	1	-1.0	18	29	20
O=C(/C=C/c1cccc(Cl)c1)Nc1ncccn1
 : -6	3	0	-4	3.9	-46	11	20
NC(=O)c1c(-c2ccccc2)oc2ccc(O)cc12
 : 4	-2	16	5	-1.9	32	18	8
CNC(=O)COc1cccc(C(=O)NCc2ccccc2)c1
 : -1	0	2	-22	1.5	-14	-1	17
O=c1cc(CS(=O)(=O)c2ccccc2)nc(-c2ccncc2)[nH]1
 : -8	-2	-2	9	-0.7	-8	20	18
O=C(NCc1ccccc1)C1=C[C@H](c2csc3ccccc23)C[C@H](OCCCCO)O1
 : 1	-2	15	4	1.4	44	16	30
CC(C(=O)NCCCN1CCOCC1)n1cccc1C(=O)c1ccccc1 (stereo not drawn)
 : -7	-5	-12	16	-3.5	-4	7	6
CCOC(=O)c1c(C)nc2sc(C(N)=O)c(N)c2c1-c1ccc(OC)cc1
 : 10	-6	-13	4	-3.3	17	15	32
CC1CCCC(C)N1C(=O)COc1ccc(C(=O)N/N=C/c2ccc(C(=O)O)cc2)cc1 (stereo not drawn)
 : 7	-1	-2	24	1.4	-26	-5	-1
COc1cc(NC(=O)c2ccc3c(c2)OCCO3)ccc1NC(=O)c1cccs1
 : -18	3	17	8	3.0	-3	-17	14
O=C(COc1ccccc1C(=O)Nc1ccccc1)c1ccc(F)cc1
 : 4	0	16	17	-1.7	40	7	3
O=C(CN1C(=O)C2CC=CCC2C1=O)Nc1ccc(Br)cc1 (stereo not drawn)
 : 0	1	-3	-6	-0.4	16	-7	-56
NS(=O)(=O)c1ccc(CCNC(=O)CSc2cccs2)cc1
 : 7	-1	4	-6	-1.1	16	8	12
OC(COc1ccccc1)CN1C2=NCCCN2c2ccccc21 (stereo not drawn)
 : 11	-1	9	4	0.7	28	1	12
COc1cccc(NC(=O)C(C)NS(=O)(=O)c2ccc(Br)cc2)c1 (stereo not drawn)
 : 11	-3	11	-12	0.7	5	13	24
Cc1cccc(C)c1NC(=O)Cn1nnc(C(=O)Nc2ccc(F)cc2F)c1N
 : 6	-2	-16	12	-0.4	46	-9	-5
CNC(=S)N1CCC(NC(=O)C23CC4CC(CC(C4)C2)C3)CC1
 : 2	-1	9	10	0.3	-19	-5	-5
COc1ccc(CNC(=O)CN2C(=O)CSc3ccc(S(=O)(=O)N4CCCCC4)cc32)cc1
 : -1	-2	11	13	0.1	-1	13	4
COc1ccccc1N1CCN(C(CNS(=O)(=O)c2ccccc2)c2ccccc2)CC1 (stereo not drawn)
 : 5	-6	9	-28	2.5	28	12	2
CN(C)CCNc1ncnc2ccccc12
 : 22	-3	5	20	0.5	3	10	3

Further structures.
Every second line gives: Jurkat NFkB inh	XBP1 UPR activ	TIM10 inh	697 NFkB inh	UPR CHOP act	Mdm2-MdmX inh	tim10-1 inh	tim23-1 inh
O=C(NC(Cc1ccccc1)C(=O)O)/C(=C\c1ccc(Br)cc1)NC(=O)c1ccc(Br)o1 (stereo not drawn)
 : 9	-2	9	17	1.7	-16	-7	1
CN(C(=O)CSc1nnc(Cc2ccccc2F)n1N)C1CCCCC1
 : -1	0	-8	-46	1.4	-26	16	3
Cc1cccc(OCC(=O)O/N=C(\N)c2ccc(Cl)cc2)c1
 : -15	0	-9	6	-0.3	10	1	27
O=C(CN1C(=O)CSc2ncccc21)Nc1cccc(Cl)c1
 : 7	-1	3	-1	4.0	9	14	11
COc1ccc(Oc2nc(C)cc(C)c2C#N)cc1
 : 2	0	15	1	8.3	3	18	19
CC(=O)c1coc2ccc(OCCN3CCCCC3)cc12
 : -14	-2	-6	-17	0.2	10	-11	4
CC(=O)c1ccc(NC(=O)c2sc3nc(N4CCOCC4)c4c(c3c2N)CCCC4)cc1
 : 4	6	11	-15	6.5	-15	21	20
COc1ccc(C2C3=C(N=C4SCC(=O)N42)c2ccccc2CC3)cc1 (stereo not drawn)
 : -2	-3	17	-7	3.6	-24	20	23
CC(C)=CC1C=C(C)C(C)C2C(=O)NNC(=O)C12 (stereo not drawn)
 : -1	-3	1	11	-0.8	-1	-6	-6
CC(=O)OC[C@]12CC[C@H]3[C@@](C)(CC[C@H]4C(C)(C)CCC[C@]34C)[C@@H]1C[C@@H](C1=CC(=O)O[C@@H]1OC(C)=O)O2
 : 10	-10	22	-63	-9.1	100*	32	28
CCOC(=O)C1CCCN(CC(O)COCc2ccccc2OC)C1 (stereo not drawn)
 : -9	-4	14	3	-0.2	-12	-12	7
Cc1nn(-c2ccccc2)c(N2CCCC2)c1/C=N/NC(=O)C1CC1
 : 9	3	-10	-7	1.7	18	21	18
COCCNC(=O)/C(=C/c1ccccc1Cl)c1ccccc1
 : 3	-2	13	-4	-0.6	-3	29	12

Just 697 NFkB inh, for 4 of the compounds above:
Molecule | 697 NFkB inh
CC(=O)c1coc2ccc(OCCN3CCCCC3)cc12 | -17
CC(=O)c1ccc(NC(=O)c2sc3nc(N4CCOCC4)c4c(c3c2N)CCCC4)cc1 | -15
COc1ccc(C2C3=C(N=C4SCC(=O)N42)c2ccccc2CC3)cc1 (stereo not drawn) | -7
CC(C)=CC1C=C(C)C(C)C2C(=O)NNC(=O)C12 (stereo not drawn) | 11

Screens: PubChem BioAssay, Sanford-Burnham Center for Chemical Genomics
